Compound activity as filed in PubChem BioAssay.
MEKK3 PB1 HTS – modulators (inhibitors or enhancers) of MEK5 binding to human MEKK3 PB1 domain. Q99759. bead-based flow cytometry, Alexa488-MEK5 binding to MEKK3; actives lie on both sides; 0 = blocked by unlabeled MEK5, 100 = vehicle. binding response (% of control), % at 10 µM. 1.4% of 290,000 active. AID 1529;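 active = binding response more than 3 SD above or below the average of its plate-row segment, actives on both sides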;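 note: Alexa488 bead fluorescence after subtracting the streptavidin-only scavenger bead signal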
NALP1 inh – blocks the NALP1 inflammasome reconstituted in yeast | S. cerevisiae NALP1/ASC/caspase-1 growth, X-gal OD620, 72 h | inhibition, % at 10 µM | 0.61% of 280,000 active | AID 2071; in the data active = inhibition mostly above about 24%, no sharp cut-off; inactive = mostly below about 32%; note: some compounds called inactive have numbers as strong as hits
FID counter – fluorescent intercalator displacement, NS3 helicase counter-screen | DNA fluorescent intercalator displacement, fluorescence | inhibition, % at 7.9 µM | 0.17% of 290,000 active | AID 1845; in the data active = inhibition above about 37%;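 note: 0% = vehicle and 100% = reference compound; higher means more ethidium bromide displaced from hairpin DNA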
GPR7 antagonist – antagonists of human GPR7 (neuropeptides B/W receptor 1); inhibition, % at 4.4 µM; P48145; GPR7-expressing cells, fluorescence antagonist assay; AID 1861; 1.1% of 290,000 active; in the data active = inhibition above about 16%, passing the limit was not always enough;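 note: cells stimulated with the agonist NPW; 0% = agonist with vehicle and 100% = vehicle without agonist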
Target sequence (P48145 whole entry, looked up): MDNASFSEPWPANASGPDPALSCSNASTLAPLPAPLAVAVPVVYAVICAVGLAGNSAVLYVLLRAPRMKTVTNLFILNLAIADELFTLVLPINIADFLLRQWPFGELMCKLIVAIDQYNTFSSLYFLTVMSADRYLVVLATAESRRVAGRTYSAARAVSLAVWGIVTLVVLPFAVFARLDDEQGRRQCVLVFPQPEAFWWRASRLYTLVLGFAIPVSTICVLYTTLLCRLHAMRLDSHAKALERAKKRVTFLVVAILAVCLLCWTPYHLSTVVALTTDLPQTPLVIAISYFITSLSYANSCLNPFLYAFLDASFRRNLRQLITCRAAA
PHOSPHO1 inh – blocks human PHOSPHO1 phosphatase activity; inhibition, % at 13.3 µM; recombinant PHOSPHO1, absorbance phosphatase assay; AID 1565; Q8TCT1; 1.1% of 290,000 active; in the data active = inhibition above about 60%
Target sequence (Q8TCT1 whole entry, looked up): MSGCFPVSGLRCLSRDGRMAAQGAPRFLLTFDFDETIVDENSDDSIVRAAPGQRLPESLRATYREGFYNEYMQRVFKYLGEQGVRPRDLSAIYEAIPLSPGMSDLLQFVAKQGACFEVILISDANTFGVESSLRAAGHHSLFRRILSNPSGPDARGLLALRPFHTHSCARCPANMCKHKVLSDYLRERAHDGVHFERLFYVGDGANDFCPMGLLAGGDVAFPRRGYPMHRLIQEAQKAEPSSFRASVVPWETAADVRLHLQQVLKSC
MEKK2wt PB1 HTS – raises or lowers MEK5 binding to wildtype human MEKK2 PB1 domain | bead flow cytometry, Alexa488-MEK5 binding to MEKK2 WT; actives lie on both sides | binding response (% of control), % at 10 µM | AID 1531 | 1.1% of 290,000 active | Q9Y2U5; in the data active = binding response below about 67% or above about 130%
PfM18AAP inh – blocks P. falciparum M18 aspartyl aminopeptidase; AID 1822; recombinant PfM18AAP, H-Glu-NHMec fluorogenic cleavage; inhibition, % at 7.35 µM; 1.2% of 290,000 active;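 active = inhibition above the campaign mean inhibition over all tested compounds plus 3 SD, cut at about 28% in these data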;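 note: 0% = plate median of test compound wells and 100% = 2 mM ZnCl2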
OXTR agonist – human OXTR agonism; P30559; CHO-OTR cells, Fluo-8 calcium fluorescence; normalized: DMSO 0%, oxytocin 100%; activation, % at 3 µM; 0.32% of 320,000 active; AID 2435;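 active = activation above the mean of all tested compounds plus 3 SD, cutoff set per screening run, cut at about 20% in these data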;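 note: peak over basal fluorescence ratio from a 100 s FLIPR kinetic read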
Target sequence (P30559 whole entry, looked up): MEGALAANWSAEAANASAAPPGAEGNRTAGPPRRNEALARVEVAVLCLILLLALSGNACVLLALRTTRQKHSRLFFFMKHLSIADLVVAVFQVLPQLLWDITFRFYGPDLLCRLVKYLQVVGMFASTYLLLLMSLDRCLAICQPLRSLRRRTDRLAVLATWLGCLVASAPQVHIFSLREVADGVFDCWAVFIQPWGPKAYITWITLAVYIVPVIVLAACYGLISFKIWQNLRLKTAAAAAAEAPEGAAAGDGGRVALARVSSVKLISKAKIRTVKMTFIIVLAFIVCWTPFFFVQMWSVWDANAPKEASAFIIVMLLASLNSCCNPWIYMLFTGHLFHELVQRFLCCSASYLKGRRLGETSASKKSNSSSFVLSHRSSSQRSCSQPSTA
MEKK2mut PB1 HTS – signal of MEK5 binding to mutant human MEKK2 PB1 domain; bead flow cytometry, Alexa488-MEK5 binding to MEKK2 mutant; percent response, % at 10 µM; 0.35% of 290,000 active; in the data active = percent response above about 24%, passing the limit was not always enough; note: inactives centre near 1; some results filed as inactive read as strong as hits; reference of the scale not given here
* marks the source's active call; other numbers are inactive results; nt = not tested or not shown.

Order of values – MEKK3 PB1 HTS | NALP1 inh | FID counter | GPR7 antagonist | PHOSPHO1 inh | MEKK2wt PB1 HTS | PfM18AAP inh | OXTR agonist | MEKK2mut PB1 HTS
COc1ccccc1N1CCN(C(=O)CSc2nnc(NC(=O)c3ccco3)s2)CC1
 : 96.0 | 3.9 | -26.8 | -7.5 | 23.5 | 97.0 | 9.3 | -0.6 | -4.0
COc1ccc(C2CC(c3ccc(F)cc3)=NN2c2ccccc2)cc1OC (stereo unspecified)
 : 95.0 | 5.2 | -22.6 | -6.0 | -167.0 | 96.0 | 0.0 | -0.2 | 5.0
Cc1c(Cl)cccc1NC(=O)N1CCN(C(=O)c2ccco2)CC1
 : 92.0 | 20.6 | -9.8 | -8.7 | 7.6 | 99.0 | -3.4 | 1.2 | -1.0
CC(=O)Nc1ccc(N=Cc2ccc[nH]2)cc1
 : 94.0 | 36.0 | 1.4 | -1.6 | -0.6 | 82.0 | -15.3 | 0.6 | -5.0
COCCCNC(=O)C1CCC(CNS(=O)(=O)c2ccc(Cl)cc2)CC1 (stereo unspecified)
 : 94.0 | 21.5 | -25.0 | 5.3 | 20.5 | 81.0 | -15.2 | 0.9 | -11.0
Cc1cc(Cl)ccc1C(=O)C1CCCN(C(=O)c2cscn2)C1 (stereo unspecified)
 : 98.0 | -10.8 | -20.8 | 1.9 | 18.3 | 95.0 | -7.4 | 0.1 | -4.0
Cc1cc(Oc2ccccc2)nc(SCC(=O)Nc2ccc(Cl)c(Cl)c2)n1
 : 103.0 | -11.8 | -16.2 | 0.7 | 4.6 | 100.0 | -0.6 | -0.1 | 0.0
COc1ccccc1C(=O)Nn1c(C2CCC2)nc2ccccc2c1=O
 : 94.0 | 15.4 | -9.0 | -10.8 | -1.0 | 94.0 | 1.4 | -1.5 | -4.0
Cc1ccc(C(=O)N/N=C/C=C/c2ccccc2)o1
 : 101.0 | -18.2 | -5.0 | -4.8 | 8.8 | 98.0 | -13.3 | 0.1 | 0.0
CCc1nnc(NC(=O)C2CCN(c3cnccn3)CC2)s1
 : 94.0 | 10.4 | -1.5 | -7.2 | -6.1 | 92.0 | -9.7 | 0.9 | -7.0
Cc1c(C(=O)NCc2cccnc2)oc2ccccc12
 : 99.0 | -23.9 | -0.5 | 0.1 | 6.6 | 94.0 | 2.0 | 0.3 | -7.0
CCCC(NC(=O)COc1cc2c(c3oc(=O)c(C)c(C)c13)CCC(C)(C)O2)C(=O)O (stereo unspecified)
 : 94.0 | 23.3 | -15.0 | -3.0 | 22.9 | 94.0 | 3.1 | -0.2 | -4.0
O=C1NCCCCC1NC1CC(=O)N(c2ccccc2)C1=O (stereo unspecified)
 : 102.0 | 8.4 | -0.8 | -6.9 | 6.2 | 101.0 | -44.4 | 0.6 | 1.0
CCCCCc1cc(=O)oc2c(C(CCN3CCCC(C)C3)c3ccc(N(C)C)cc3)c(OC)cc(OC)c12 (stereo unspecified)
 : 116.0 | 31.0 | nt | nt | 30.9 | 149.0* | nt | 6.6 | 50.0*
COc1ccnc(CN(C)C(=O)C2CCC(=O)N(CCN(C)C)C2)c1 (stereo unspecified)
 : 93.0 | 10.2 | 3.6 | -9.3 | 49.6 | 91.0 | 3.4 | 0.9 | -3.0
CCOc1ccc(Br)cc1C(=O)N/N=C/c1ccccn1
 : 102.0 | 10.0 | -16.2 | -3.5 | 19.9 | 106.0 | -11.6 | -2.5 | 3.0
CCCCNC(=S)N=Nc1c(O)n(Cc2ccccc2)c2ccccc12
 : 93.0 | 14.7 | -4.8 | -12.7 | 3.4 | 94.0 | -7.8 | 0.3 | -4.0
COc1ccc(N(C(=O)c2ccco2)C(C(=O)NC2CCCC2)c2ccc(N3CCOCC3)cc2)c(OC)c1 (stereo unspecified)
 : 100.0 | 20.6 | -48.6 | -0.7 | 27.9 | 101.0 | -3.8 | 0.0 | 2.0
CCOC(=O)CSc1ccc(C(=O)Nc2ccc(Cl)cc2)cn1
 : 99.0 | -0.7 | -7.7 | -7.2 | 42.8 | 98.0 | -6.9 | 6.6 | 1.0
C=CCn1c(COc2ccccc2OC)nc2ccccc21
 : 105.0 | 14.5 | -24.8 | 1.1 | nt | 103.0 | 1.6 | -1.4 | 4.0

Order of values – MEKK3 PB1 HTS | NALP1 inh | FID counter | GPR7 antagonist | PHOSPHO1 inh | MEKK2wt PB1 HTS | PfM18AAP inh | OXTR agonist | MEKK2mut PB1 HTS
CC(=O)Nc1cccc(/C(C)=N/NC(=O)c2ccc3c(c2)OCO3)c1
 : 99.0 | -27.1 | -2.0 | -7.8 | 22.6 | 102.0 | 6.7 | -0.1 | 6.0
S=C(NCc1ccco1)Nc1ccccc1
 : 81.0 | -12.4 | 7.5 | 21.1 | -25.1 | 78.0 | 13.3 | 0.5 | -14.0
CCO[C@H]1OC(C(=O)NCc2nc3ccccc3[nH]2)=C[C@@H](c2ccc3c(c2)OCO3)[C@@H]1CCCO
 : 96.0 | nt | nt | nt | nt | 98.0 | nt | -0.7 | 1.0
CCO[C@@H]1OC(C(=O)N2CCN(Cc3ccc4c(c3)OCO4)CC2)=C[C@H](c2coc3ccccc3c2=O)[C@H]1CCCO
 : 97.0 | -14.4 | -32.7 | -6.1 | 31.7 | 103.0 | 7.6 | -0.2 | 4.0
CCOC(=O)Cn1c(=NC(=O)C2COc3ccccc3O2)sc2cc(S(N)(=O)=O)ccc21 (stereo unspecified)
 : 106.0 | 26.6 | -9.4 | 3.4 | 2.9 | 109.0 | 2.4 | 1.0 | -1.0
O=C(N/N=C/c1cccc(C(F)(F)F)c1)C1CCN(c2ncc(C(F)(F)F)cc2Cl)CC1
 : 100.0 | -6.4 | -1.3 | -18.1 | 20.2 | 95.0 | -5.9 | 0.9 | 2.0
O=C(CSc1nnc(NC2CCCCC2)s1)Nc1ccc(N2CCOCC2)cc1
 : 87.0 | 21.5 | -25.1 | -10.9 | 20.2 | 92.0 | -9.9 | -0.4 | -7.0
Cc1ccccc1OCCn1nc(C(=O)O)c2ccccc2c1=O
 : 104.0 | -35.5 | -19.9 | -14.7 | -33.4 | 102.0 | -2.5 | 6.1 | 3.0
COc1cccc(C2N(c3ccccn3)C(=O)C3CCCN32)c1OC (stereo unspecified)
 : 116.0 | 1.0 | 0.2 | -5.5 | 13.5 | 118.0 | -0.2 | 1.2 | 3.0
O=C(CSc1ncc(-c2ccc(F)cc2)n1Cc1ccco1)Nc1nccs1
 : 98.0 | 20.5 | -3.9 | -1.1 | 41.0 | 97.0 | 4.5 | 15.7 | 1.0
COc1cccc(-c2nc3ccccc3c(=O)o2)c1
 : 105.0 | -9.2 | -3.3 | -2.5 | 13.0 | 100.0 | 3.0 | -1.1 | 0.0
CCOCCCNC(=S)NCCCNc1nc2c(C)cc(C)cc2cc1C#N
 : 94.0 | -1.6 | 17.6 | 0.9 | 32.4 | 91.0 | -3.2 | nt | -9.0
COc1ccc(S(=O)(=O)N(CC(=O)NCc2ccco2)c2ccc(C)cc2)cc1OC
 : 105.0 | 28.4 | -32.7 | -3.9 | 30.7 | 100.0 | -1.5 | 0.0 | -3.0
CC1CN(S(=O)(=O)c2ccc(C(=O)Nc3nccs3)cc2)CC(C)O1 (stereo unspecified)
 : 99.0 | 3.6 | -6.8 | -4.9 | 15.0 | 99.0 | 4.3 | 0.6 | -16.0
Cc1cc([N+](=O)[O-])ccc1NC1CCCC1
 : 105.0 | 21.4 | 1.3 | -3.0 | -2.8 | 95.0 | 1.3 | -1.9 | 2.0
O=S(=O)(c1cccc(S(=O)(=O)N2CCN(c3ncccn3)CC2)c1)N1CCOCC1
 : 110.0 | -15.7 | -5.3 | -7.6 | 1.5 | 113.0 | 0.4 | 1.2 | 5.0
Cc1nn(CC(C)C)c(Cl)c1C(=O)N(c1ccc(Cl)cc1F)S(C)(=O)=O
 : 97.0 | 6.9 | -38.4 | 20.2 | 7.0 | 97.0 | 4.2 | -0.9 | 6.0
COc1cccc(CN(C)C(=O)Nc2cccc(C(F)(F)F)c2)c1OC
 : 101.0 | 30.3 | -14.8 | -12.1 | -6.0 | 97.0 | -1.2 | -0.6 | 8.0
O=C(N/N=C/c1coc2ccccc2c1=O)c1cn(-c2ccccc2)nc1-c1ccccc1
 : 98.0 | 17.8 | 0.5 | -6.7 | -3.4 | 104.0 | 18.2 | 0.2 | 4.0
Cc1ccc(SC(C)c2nc(-c3ccccc3)no2)cc1 (stereo unspecified)
 : 100.0 | 21.1 | -4.0 | -21.1 | -10.5 | 90.0 | -22.2 | -1.6 | -10.0

In a second layout: entries from further up
SMILES	MEKK3 PB1 HTS	NALP1 inh	FID counter	GPR7 antagonist	PHOSPHO1 inh	MEKK2wt PB1 HTS	PfM18AAP inh	OXTR agonist	MEKK2mut PB1 HTS
CCOC(=O)Cn1c(=NC(=O)C2COc3ccccc3O2)sc2cc(S(N)(=O)=O)ccc21 (stereo unspecified)	106.0	26.6	-9.4	3.4	2.9	109.0	2.4	1.0	-1.0
O=C(N/N=C/c1cccc(C(F)(F)F)c1)C1CCN(c2ncc(C(F)(F)F)cc2Cl)CC1	100.0	-6.4	-1.3	-18.1	20.2	95.0	-5.9	0.9	2.0

More entries follow:
Order of values – MEKK3 PB1 HTS | NALP1 inh | FID counter | GPR7 antagonist | PHOSPHO1 inh | MEKK2wt PB1 HTS | PfM18AAP inh | OXTR agonist | MEKK2mut PB1 HTS
CCOP(=O)(OCC)C(Nc1cccc(C)c1)c1ccc(F)cc1 (stereo unspecified)
 : 97.0 | 30.9 | -27.4 | -2.1 | -9.8 | 98.0 | 0.6 | -2.2 | -3.0
COc1cc(C(=O)NCc2nnc(SCC(=O)N3CCCCC3)o2)cc(OC)c1OC
 : 105.0 | -11.1 | -14.6 | 4.4 | 1.0 | 104.0 | -16.6 | -0.7 | 6.0
COCCN(CC(=O)NCc1ccccc1)C(=O)CCC(=O)Nc1nccs1
 : 107.0 | 2.7 | -21.0 | -12.8 | 8.8 | 105.0 | -17.1 | 0.5 | 15.0
Nc1c(-c2n[nH]c(=S)n2-c2ccc(Cl)cc2Cl)cnn1-c1ccccc1
 : 87.0 | nt | -5.7 | -5.0 | -11.0 | 89.0 | 7.4 | 10.8 | -22.0
COC(=O)c1c(C(=O)OC)c2n(c1C)Cc1ccccc1C2
 : 107.0 | 0.3 | -16.3 | -7.9 | 4.6 | 103.0 | 4.2 | -1.7 | 7.0
CC(C)CCNC(=O)CCn1nc(-c2ccccc2)ccc1=O
 : nt | -0.4 | -9.8 | -11.5 | 27.0 | nt | -2.1 | -1.9 | nt
Nc1cc(N)nc(SCC(=O)Nc2cc(S(=O)(=O)N3CCOCC3)ccc2Cl)n1
 : 98.0 | 15.4 | -8.9 | 16.9 | -27.4 | 100.0 | -3.5 | 6.8 | -2.0
COc1ccccc1/C=C/C=N/n1c(COc2ccccc2)n[nH]c1=S
 : 95.0 | 7.2 | -25.4 | -14.2 | 29.8 | 87.0 | 13.8 | -1.8 | -7.0
COc1cc2c(C(=O)OCCN(C)C)c(CSc3ccccc3)n(C)c2cc1Br
 : 99.0 | 13.0 | 5.0 | -4.2 | 8.4 | 146.0* | 0.3 | 0.3 | -9.0
Cc1ccccc1C1C(=O)c2ccccc2C1=O
 : 99.0 | 13.6 | 5.1 | 1.6 | 35.7 | 106.0 | -3.4 | -0.6 | -1.0
CN(C)C(=S)NC(C)(C)C
 : 91.0 | 2.8 | 0.7 | -6.7 | -3.6 | 95.0 | -5.7 | 0.4 | -7.0
O=C(CCCSc1nc2ccccc2[nH]1)NCc1ccccc1Cl
 : 106.0 | 20.8 | -12.7 | 0.5 | -28.9 | 102.0 | 1.4 | -1.2 | 2.0
O=C(CC12CC3CC(CC(C3)C1)C2)Nc1cccc2ncccc12
 : 102.0 | 2.5 | -18.2 | -4.3 | 6.4 | 97.0 | -3.2 | -1.4 | 8.0
COc1cc(NC(=O)c2cccnc2)c(OC)cc1NC(=O)c1ccc(Br)cc1
 : 101.0 | 14.9 | -28.0 | -3.2 | 26.5 | 99.0 | -3.6 | 0.9 | -3.0
